# Dengue inhibitors: Dengue virus cytopathic effect inhibitors, cell-based, CPE readout, HTS (AID 540333); CPE inhibition, % at 20 µM; Dengue virus CPE inhibition in host cells; stronger effect = higher value; 10,000 compounds, 3.1% hits; in the data active = CPE inhibition mostly above about 9.1%, no sharp cut-off; inactive = mostly below about 7.2%
# * = called active by the depositor; i = inactive. The list is partial (hit frequency here may not be typical).
mol	Dengue inhibitors
COc1ccc(N(C(=O)C2COc3ccccc3O2)C(C(=O)NC2CCCCC2)c2ccccc2)cc1OC (stereo not drawn)	4.3
O=C(NCc1ccccc1)c1onc(CSc2ccc(F)cc2)c1C(=O)NCc1ccccc1	0.5
CC1(C)CC(=O)C2=C(C1)NC1=C(C(=O)c3ccccc31)C2c1ccc(O)cc1 (stereo not drawn)	2.1
CN(C)c1cnn(-c2ccccc2)c(=O)c1Cl	0.0
O=C(NNC(=S)Nc1ccc(Cl)cc1Cl)C1CC1	0.4
CCS(=O)(=O)N1CCN(Cc2ccc([N+](=O)[O-])cc2)CC1	i
COc1cccc(C(=O)NNc2nc(C)cc(C)n2)c1	0.7
CCOc1ccc(-n2ccnc2SCC(=O)N2CCCc3ccccc32)cc1	0.5
Cc1cc(C(=O)NC(=S)Nc2ccccc2N2CCCC2)ccc1[N+](=O)[O-]	i
CC(C)(C)NC(=O)C(c1cccs1)N(CC1CCCO1)C(=O)c1ccc(-c2ccccc2)[nH]1 (stereo not drawn)	28.6*
CC(=O)c1cc2c(cc1N/C(=N/S(=O)(=O)c1ccc(C)cc1)c1ccccc1)OCO2	0.1
CCc1ccc(N2NC(=O)/C(=C/C=C/c3ccco3)C2=O)cc1	3.9
CCOc1ccc(/C=N/NC(=O)c2cc(-c3ccco3)nc3ccccc23)cc1	0.2
CC1CC(C)CN(CCOc2ccc(Br)cc2)C1 (stereo not drawn)	0.5
Cc1ccc(/C(N)=N/OC(=O)c2ccc(C)cc2Cl)cc1	0.2
CCCCC(=Nc1ccccc1OC)C1=C(O)CC(c2ccccc2)CC1=O (stereo not drawn)	0.2
Cc1ccc(OC(=O)CCC(=O)Nc2ccc(Br)cc2)cc1	i
C/C(CC(=O)Nc1c(C)cc(C)cc1C)=N\NC(=O)c1cnccn1	0.5
CC(C)c1cc(C(=O)NNC(=S)NCc2ccco2)c(O)c(C(C)C)c1	4.5
CNC(=O)C(=O)NCC1OCCN1S(=O)(=O)c1ccc([N+](=O)[O-])cc1 (stereo not drawn)	0.0
CC(C)Cc1csc(NC(=O)c2ccc(F)cc2)c1C(=O)O	2.0
CCc1ccc2ncc(S(=O)(=O)c3ccc(C)c(C)c3)c(N3CCCC3)c2c1	2.3
Cc1ccccc1C(=O)NC(=S)NCCc1ccccc1	0.6
O=C(Nc1ccccc1)C1=C[C@H](c2ccc(C(F)(F)F)cc2)C[C@H](OCCCCO)O1	4.4

# Single values from the results shown:
# `CNC(=O)C(=O)NCC1OCCN1S(=O)(=O)c1ccc([N+](=O)[O-])cc1` (stereo not drawn) – Dengue inhibitors = 0.0
# `CC(C)Cc1csc(NC(=O)c2ccc(F)cc2)c1C(=O)O` – Dengue inhibitors = 2.0
# `C/C(CC(=O)Nc1c(C)cc(C)cc1C)=N\NC(=O)c1cnccn1` – Dengue inhibitors = 0.5
# `CC(C)c1cc(C(=O)NNC(=S)NCc2ccco2)c(O)c(C(C)C)c1` – Dengue inhibitors = 4.5

# (further entries)
mol	Dengue inhibitors
O=C(NCCc1ccccc1)[C@@H]1CC=C[C@@H]2CCN(Cc3ccccc3)C(=O)[C@@H]21	1.0
Cc1ccc(NC(=O)CCNC(=O)c2ccco2)cc1	0.4
CCCOc1ccc(CNC(=S)NCc2ccc(OC(C)C)cc2)cc1	0.2
CC(C)CCC(O)(CCC(C)C)C(=O)NN1CCCCC1	1.0
CCCCn1c(SCC(=O)c2ccc(O)c(O)c2)nc2ccsc2c1=O	2.9
CC(C)n1c(O)c(N=Nc2ccccn2)c2ccccc21	i
Cc1cc(C)c(C#N)c(Cl)n1	0.2
CC(=O)OCCCNc1cc(Sc2ccc(Cl)cc2)c2nonc2c1[N+](=O)[O-]	i
O=C(c1nn2c(C(F)(F)F)cc(-c3cccs3)nc2c1Cl)N1CCCc2ccccc21	2.5
O=C(Nc1ccccc1)Nc1nnc(/C=C/c2ccccc2Cl)s1	0.2
COc1ccc([C@@H]2[C@@H]3C(=O)N(C(C)(C)C)C(=O)[C@@H]3[C@]3(C)C(=O)N(c4ccc(C)cc4)C(=O)N23)cc1	i
COc1ccc(CNC(=O)c2cccnc2Sc2ccc(C)c(C)c2)cc1	i
CCOC(=O)C1=NNC2(c3ccc(Cl)cc3)C(=O)N(c3ccc(C)cc3)C(=O)C12 (stereo not drawn)	i
COC(=O)c1ccc(NCCC(=O)O)cc1	0.7
CC[C@@H]1CCCCc2ccccc2[C@H](C(=O)C[C@@H](O)CC(C)=O)OC1=O	1.5
CC1CN(S(=O)(=O)c2ccc(C(=O)Nc3ccc(S(=O)(=O)Nc4ncccn4)cc3)cc2)CC(C)O1 (stereo not drawn)	0.6
CCOc1ccccc1-n1c(=O)c2ccccc2c2ccccc2c1=O	0.8
Cc1ccc(SCCNC(=O)/C=C/c2cccc([N+](=O)[O-])c2)cc1	6.5
Cc1ccc(C(=O)N/C(=C\c2ccc(-c3ccc([N+](=O)[O-])cc3)o2)C(=O)NC2CCS(=O)(=O)C2)cc1 (stereo not drawn)	2.3
COc1cc(CNc2nc(C)c([N+](=O)[O-])c(C)c2C#N)cc(OC)c1OC	i
CC(=O)Oc1ccc2c(=O)c(N3C(=O)c4ccccc4C3=O)c(C)oc2c1	i
O=c1oc2ccccc2cc1-c1ccc(O)cc1	i
O=C(CSc1ccccc1)NCCSCc1ccccc1	i
Cc1ccc(-n2c(SCC(=O)N3c4ccccc4Sc4ccccc43)nnc2-c2ccncc2)cc1	13.2*

# As a short view, some entries already given.
mol	Dengue inhibitors
O=c1oc2ccccc2cc1-c1ccc(O)cc1	i
O=C(CSc1ccccc1)NCCSCc1ccccc1	i
Cc1ccc(-n2c(SCC(=O)N3c4ccccc4Sc4ccccc43)nnc2-c2ccncc2)cc1	13.2*

# Additional entries
mol	Dengue inhibitors
Cc1ccc(-c2nn(-c3ccccc3)cc2/C=C/C(=O)Nc2nccs2)cc1	3.3
Cc1nn(C)cc1/C=C/C(=O)c1ccc(O)cc1	1.7
Clc1ccc(CNCc2cccs2)c(Cl)c1	0.0
O=C(NC1CCCC1)c1cc(Cl)ccc1[N+](=O)[O-]	i
CN(Cc1ccccc1)C(=O)c1ccc(NC(=O)Cc2cccc(NC(=O)C3CCCN(C(=O)C4CCCC4)C3)c2)cc1 (stereo not drawn)	i
CCCCn1c(-c2ccco2)n[nH]c1=S	1.0
O=c1[nH]c(CN2CCN(S(=O)(=O)c3ccc4c(c3)OCCO4)CC2)nc2sc3c(c12)CCCC3	9.2
CCOC(=O)COc1ccccc1/C=C1/NC(=O)NC1=O	0.6
O=C(N/N=C/c1ccccc1)c1ccc(N2CCOCC2)c([N+](=O)[O-])c1	4.2
COc1ccc(NC(=O)c2cccc3c2C(=O)c2ccc(-c4cnc(OC)nc4)cc2S3(=O)=O)cc1	0.4
CC(CCc1ccccc1)NC(=O)N1CCOCC1 (stereo not drawn)	1.0
CC1CN(CCCCOc2ccc3ccccc3c2)CC(C)O1 (stereo not drawn)	1.1
N#Cc1cc2c(nc1Cl)CCCC2	0.9
Cc1ccccc1CSCC(=O)Nc1c(C)n(C)n(-c2ccccc2)c1=O	i
CCOc1ccccc1OCCCCOc1ccccc1F	0.3
COc1cc(OC)cc(-c2c(-c3ccc(F)cc3)c3cc(Br)ccc3n2C)c1	1.3
Cc1ccc(S(=O)(=O)N(C)c2ccc(OCC(=O)Nc3nc4ccccc4s3)cc2)cc1	5.2
CCOC(=O)c1c(C)n(C)c2ccc(OC)c(NS(=O)(=O)CC)c12	0.1
O=C(Nc1cc([N+](=O)[O-])ccc1Cl)C(Sc1ccccc1)c1ccccc1 (stereo not drawn)	0.8
COc1ccc(CSc2cccc3cccnc23)cc1[N+](=O)[O-]	0.0
CCc1nnc(SCc2ccc([N+](=O)[O-])cc2)nc1CC	i
CC1CCCN(CCSc2ccc(Cl)cc2)C1 (stereo not drawn)	i
O=C(/C=C/c1ccc2c(c1)OCO2)NCc1ccc(F)cc1	0.2
COc1ccc(CCCC(=O)Nc2ccc(F)cc2)cc1	i
Cc1cccc(OCCOC(=O)Nc2ccccc2)c1	0.1
CC(=O)N1CCC(N(CCN2CCOCC2)C(=S)Nc2c(C)cccc2C)CC1	0.2
Fc1cccc(/C=N/NC(=S)Nc2ccccc2Cl)c1	4.4
Cc1cc(Nc2ncc(Cl)cc2Cl)n(-c2ccccc2C)n1	3.6
O=C(CCC(=O)Nc1ccccc1)N/N=C/C=C/c1ccccc1	0.3
CCN1CCN(C(c2cccc(OC)c2)c2sc3nc(C)nn3c2O)CC1 (stereo not drawn)	0.9
Cc1ccc2cc(C3CC(c4ccco4)=NN3C(=O)CCC(=O)O)c(Cl)nc2c1 (stereo not drawn)	i
Cc1ccc(-n2nc(C)c(NC(=O)CCl)c2C)cc1	0.7
CC(=O)c1ccc(NC(=O)c2cc(Cl)sc2Cl)cc1	0.2
CCC(C)Sc1nnc(CNC(=O)C23CC4CC(CC(C4)C2)C3)n1C1CCCCC1 (stereo not drawn)	12.2*
CC(C)CCNC(=S)Nc1ccccn1	2.4
COc1ccc(NC(=O)CCC(=O)N(Cc2ccc(OC)c(OC)c2)c2nccs2)cc1	i
Cc1nn(Cc2ccccc2)c(C)c1NC(=O)CSc1nc2c(c(C(F)(F)F)n1)CCc1ccccc1-2	i
COc1ccc(-c2nnc3n(CCc4ccccc4)c(=O)c4ccccc4n23)c(OC)c1	0.3
Cc1cc(N(CC(=O)NC(C)C)S(C)(=O)=O)ccc1Br	0.4
COc1ccccc1OCC(=O)Nc1nonc1NC(=O)COc1ccccc1OC	i
O=C(NCCOc1ccccc1Cl)C(=O)Nc1ccccc1	2.8
CNc1ccc(S(=O)(=O)NCC(=O)OCC(=O)Nc2cccc(Cl)c2Cl)cc1[N+](=O)[O-]	i
CCOc1cccc(/C=N/NC(=S)Nc2cc(S(=O)(=O)N3CCOCC3)ccc2N2CCOCC2)c1O	i
S=C(NCCc1ccc(Cl)cc1)Nc1ccc(Cl)cc1Cl	i
CSc1nnc(C)c(=O)n1COC(=O)COc1ccccc1C	i
Cc1cc(C)c(NC(=O)/C(=C/c2ccccc2)c2ccccc2)c(C)c1	2.9
COc1cccc(C(=O)OCCCN(C)C)c1	0.6
CC(CN(C)Cc1ccccc1)OC(=O)c1ccccc1F (stereo not drawn)	0.1
CC(C)NCc1cccc([N+](=O)[O-])c1	i
CC(=O)c1ccc(OCC(C)C)c(Cc2c(O)nc(N)[nH]c2=O)c1	i
CC(C)OC(=O)c1c(NC(=O)CCC(=O)O)sc2c1CCCCC2	i
COc1ccc(OC)c(/C=N/NC(=O)CN2CCSCC2)c1	0.7
Cc1ccc(NC(=O)c2cccs2)cc1S(=O)(=O)Nc1cccc(Cl)c1	7.7
COc1ccc(S(=O)(=O)N2CC(O)CC2C(=O)OCc2nc3sc(C)c(C)c3c(=O)[nH]2)cc1 (stereo not drawn)	i
C/C(CC(=O)Nc1ccc(N(C)C)cc1)=N\NC(=O)Cc1csc(N)n1	i
CC(C)c1ccc(NCCC(=O)c2ccc(Br)cc2)cc1	i

# The list goes on.
mol	Dengue inhibitors
O=C(COC(=O)CNC(=O)c1cccc([N+](=O)[O-])c1)Nc1cccc(S(=O)(=O)N2CCCC2)c1	0.7
CCNC(=S)NCc1ccc(F)cc1	0.2
Cc1cc(F)ccc1S(=O)(=O)N1CCCOC1CNC(=O)C(=O)NCCc1c[nH]c2ccccc12 (stereo not drawn)	1.0
C=CCc1ccc(OCC(O)CN2CCN(Cc3ccc(Cl)cc3)CC2)c(OC)c1 (stereo not drawn)	i
Cc1ncc([N+](=O)[O-])n1CCOC(=O)c1ccccc1	0.7
CCc1ccccc1NS(=O)(=O)c1ccc2c(c1)NC(=O)CC(=O)N2	0.5
COc1ccc(-n2c(SCc3ccc([N+](=O)[O-])cc3)nnc2-c2ccc(C)cc2)cc1	11.5
CC1(C)CC2(C)Nc3ccccc3N2C(=S)N1 (stereo not drawn)	0.6
S=C(NCCc1ccccn1)Nc1cccc(Cl)c1	0.3
C=C(C)C1CC=C(C)/C(=N/NC(=O)c2cccs2)C1 (stereo not drawn)	1.1
O=S1(=O)CCC(NC(=S)N2CCCCC2)C1 (stereo not drawn)	i
COc1cccc(/C=N/NC(=O)CNC(=O)c2ccc(S(=O)(=O)N3CCOCC3)cc2)c1OC	7.7
O=C(NC1CCCC1)C(NS(=O)(=O)c1ccc(Br)s1)c1ccccc1 (stereo not drawn)	0.8
CC(N)c1ccc(Cl)cc1Cl (stereo not drawn)	i
CN1CCN(CC(=O)Nc2ccccc2[N+](=O)[O-])CC1	0.3
CCCCC(=O)NCc1ccc(Cl)cc1	i
CNc1nc(Nc2ccc(C)c(Cl)c2)nc(N)c1[N+](=O)[O-]	9.1*
Cc1nn(C)c(C(=O)N2CCc3ccccc32)c1Br	i
O=C(COC(=O)c1cccc(S(=O)(=O)N2CCc3ccccc32)c1)Nc1ncc(Cl)cc1Cl	0.1
Clc1ccc(CN2CCC(Cc3ccccc3)CC2)cc1	i
Cc1cc(C)cc(N(CC(=O)Nc2ccc(-c3nc4ccc(C)cc4s3)cc2)S(C)(=O)=O)c1	8.9
COc1ccc(-c2csc(NC(=O)C3CC(=O)N(c4ccc5c(c4)OCCO5)C3)n2)cc1 (stereo not drawn)	0.7
COc1ccc(-c2nc3c(c(=O)c4ccccc4n3C)c(=O)n2Cc2ccccc2)cc1	0.8
COc1ccc(C(=O)Nc2ccc3c(c2)C(=O)c2ccccc2C3=O)cc1OC	i
CC(C)(C)C#CCn1c(/C=[N+](\[O-])C2CCCCC2)nc2ccccc21	0.1
NC(=NCCc1c[nH]c2ccccc12)NS(=O)(=O)c1cc(F)ccc1F	i
Fc1ccc(CNC(=S)Nc2cccc(Cl)c2)cc1	3.0
O=C(c1ccc2c(c1)OCO2)N(Cc1cccs1)C1(C(=O)NC2CCCCC2)CCCCC1	7.4
CC/C(=N\NC(=O)CSCc1ccccc1Cl)c1ccc2c(c1)OCCO2	2.1
O=c1c2ccccc2cnn1Cc1n[nH]c(=S)n1-c1ccccc1	0.0
